m5-HT2A agonist: mouse Htr2a agonists via beta-arrestin recruitment, primary screen, cell-based, luminescence; 5-hydroxytryptamine receptor 2A (Mus musculus), P35363; CHO-K1 mHTR2A beta-arrestin complementation; percent of 30 µM serotonin response; activation, % at 7.6 µM; actives 0.66% (n = 360,000);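 active means activation above a run cutoff, the mean activation of all tested compounds plus 3 SD, cut at about 14% in these data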;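 further: 0% = plate median of compound wells and 100% = 30 µM serotonin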
MC4R antag cAMP: MC4R antagonists of cAMP signaling, primary screen, cell-based, TR-FRET, antagonist arm of biased-ligand search; MC4R-expressing cells, MTII-stimulated cAMP, LANCE TR-FRET; inhibition, % at 6.5 µM; actives 0.48% (n = 360,000);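 active means inhibition above its plate's cutoff, the mean of tested wells on that plate plus 3 SD, cut at about 29% in these data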;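 further: 0% = Melanotan II alone and 100% = Melanotan II plus saturating MCL0020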
Target sequence (P32245 whole entry, looked up): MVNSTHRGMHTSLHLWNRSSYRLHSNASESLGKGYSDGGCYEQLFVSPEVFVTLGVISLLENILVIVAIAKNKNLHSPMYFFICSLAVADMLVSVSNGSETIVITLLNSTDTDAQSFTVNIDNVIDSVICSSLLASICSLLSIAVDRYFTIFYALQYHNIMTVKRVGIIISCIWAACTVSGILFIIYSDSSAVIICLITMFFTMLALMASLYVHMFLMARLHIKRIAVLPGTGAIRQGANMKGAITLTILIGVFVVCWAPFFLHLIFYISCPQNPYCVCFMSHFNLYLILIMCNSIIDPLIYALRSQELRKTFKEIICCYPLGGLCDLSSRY
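material = U2OS cells stably expressing human melanocortin 4 receptor (MC4R) | also added = Melanotan II challenge | dosing = single nominal compound dose of 6.5 µM | detection = TR-FRET with Eu-cAMP and labeled anti-cAMP, 671 nm | replication = singlicate | timing = compound 30 min, challenge 1 h, detection 1 h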
PDI turbidity: inhibitors of human PDI, primary screen, biochemical, turbidity, single point, plate reader; PDI insulin aggregation turbidity, A650, 90 min; inhibition, % at 10 µM; actives 0.052% (n = 350,000); AID 588391, 2011;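 active means mean inhibition across replicates of 30% or more, whatever share of single replicates reach that level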;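 further: absorbance from insulin aggregation driven by PDI reduction with DTT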
CaV13 ICDI inh: Primary screen for inhibitors of IQ motif and Ca2+-dependent inactivation inhibitor domain binding in CACNA1D, Förster resonance energy transfer in living cells, …. HEK cells, CFP/YFP FRET ICDI-IQ, plate reader, 10 min; percent FRET-ratio fall versus neutral wells. inhibition, % at 12.3 µM. actives 0.098% (n = 340,000);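 active means mean replicate inhibition of at least 30% and at least 1% of replicates passing that level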;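 further: 0% = median of the neutral control wells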
Glyco luc inh: increase of ERlucT glycosylation luciferase signal, primary screen, N-linked glycosylation inhibitor project, D54 ERlucT cells, luminescence, set 2; D54 ERlucT glycosylation luciferase reporter, 24 h; percent of 100 nM tunicamycin response; reporter increase, % at 12.5 µM; actives 0.23% (n = 360,000); AID 588692, 2011;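 active means mean luciferase reporter signal, scaled so untreated is 0 and the glycosylation-blocking control 100, at or above a set limit in every replicate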;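 further: luciferase carries N-glycosylation sites so blocking glycosylation raises the light; 0% = median of neutral control wells and 100% = median of 100 nM tunicamycin wells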
ABCB6 inh 2: ABCB6 transporter inhibitors, primary screen, K562-ABCB6 cells, flow cytometry, MLPCN library. K562-ABCB6 porphyrin accumulation, 1 h; stronger effect = lower value. fluorescence ratio to DMSO, % at 10 µM. actives 0.19% (n = 360,000). AID 602162, 2011;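 active means fluorescence ratio to DMSO below 75%, the collection mean minus 3 SD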;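 further: signal is porphyrin accumulated inside mitochondria; 100% equals median channel fluorescence of DMSO control wells; lower ratio means ABCB6 inhibition with less porphyrin fluorescence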
aDG glyco up: activators of alpha-DG glycosylation, primary screen, uHTS, Pro5-aDG cells, AlphaScreen | alpha-DG glycosylation AlphaScreen (IIH6); 0% Pro5, 100% B10-LARGE cell signal | activation, % at 10 µM | actives 0.22% (n = 360,000) | AID 624168, 2012;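 active means activation of at least 8% versus controls, or a plate z-score of at least 8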;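 further: Pro5 are CHO cells carrying HIG-tagged alpha-DG that lacks glycosylation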
H9c2 protect: cardioprotection against H2O2-induced cell death, primary screen, uHTS, H9c2 cells, ATPLite luminescence | H9c2 cardiomyocytes, H2O2 injury protection, 2 h | actives 0.63% (n = 360,000) | protection from H2O2 cell death, % at 20 µM;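 active means compounds giving at least 50% protection of heart cells from peroxide-induced death in the single-dose screen, raw or plate-pattern-corrected value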;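 further: 0% = DMSO wells with peroxide and 100% = DMSO wells without peroxide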
MC4R barr agon: MC4R agonists recruiting beta-arrestin, primary screen, cell-based, luminescence, agonist arm of biased-ligand search. Melanocortin receptor 4 (Homo sapiens), P32245. U2OS MC4R beta-arrestin complementation; percent of melanotan II response, DMSO zero. activation, % at 8.9 µM. actives 0.98% (n = 360,000). AID 540308, 2011;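 active means activation above a per-plate cutoff, the mean activation of sample wells on that plate plus 3 SD, cut at about 8% in these data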
Vif inh: HIV Vif self-association inhibitors, primary screen, imaging, HEK293T, single point. inhibition, % at 7.49 µM. actives 0.35% (n = 340,000). HEK293T cells, Vif self-association by quenched fluorescence, 24 h; in the data active means inhibition above about 50%, passing the limit was not always enough; further: some results filed as inactive read as strong as hits
Active calls of the source: *; . = no result given.

cpd	SMILES	MC4R antag cAMP	ABCB6 inh 2	MC4R barr agon	PDI turbidity	aDG glyco up	m5-HT2A agonist	Vif inh	Glyco luc inh	H9c2 protect	CaV13 ICDI inh
1	O=C(CN1CCCCC1)c1ccccc1Cl	-3	100	-0.6	-2	0.0	-5	-11	0	4	-2
2	CC1CN(O)C2CCc3nonc3C12O (centres undefined)	-3	96	-1.4	3	-0.1	1	11	0	9	-4
3	O=C(CCC(=O)N1C[C@H]2C[C@@H](C1)c1cccc(=O)n1C2)NCc1ccc(F)cc1	6	100	0.3	.	0.1	-1	1	2	12	.
4	CCN1CCC2(CCNC2)C1 (centres undefined)	-4	96	-1.9	-4	0.1	6	30	1	2	-5
5	COC(=O)C1=C(c2cccc(Cl)c2)C[C@@H]2CC[C@H]1N2C(=O)N1CCCC1	-3	95	-1.1	-18	0.2	-1	2	-3	-2	-3
6	O=c1c2ccccc2nc(-c2ccc(Cl)cc2Cl)n1-c1nccs1	-2	101	-0.9	-7	-0.1	-2	0	-1	-2	-5
7	O=c1[nH]c(=O)n(C2CCCCC2)c(O)c1C1NCCc2ccccc21 (centres undefined)	-9	88	-2.4	-4	0.2	9	.	0	6	-5
8	CCCN1CCO[C@@H]2c3cc(O)ccc3OC[C@H]21	2	100	-0.6	14	-0.3	58*	-2	0	12	-5
9	COc1ccc(P2(=O)Nc3ccccc3N2)cc1	9	115	1.8	0	-0.7	8	-4	-1	53*	-4
10	O=P1(Oc2ccccc2)OCCCS1 (centres undefined)	3	101	1.1	-2	0.0	-1	5	4	3	3
11	Cc1c(C=O)c2ccccc2n1Cc1ccc([N+](=O)[O-])cc1	10	96	1.3	-1	0.1	6	0	-3	9	-20
12	COc1cccc(NC2=NCCCS2)c1	-1	97	-0.7	-3	0.2	3	3	4	-1	-2
13	Cn1c(O)c(C=Nc2ccccc2-c2ccccc2)c(=O)n(C)c1=O	10	103	-0.4	-1	0.0	4	0	0	0	-2
14	CCC(c1nnnn1-c1ccc(OC)cc1)N1CCC(n2c(=O)[nH]c3ccccc32)CC1 (centres undefined)	.	102	.	.	0.2	3	-1	1	12	-6
15	O=C(COC(=O)Cc1ccccc1)NC(=O)NC1CCCCC1	2	98	0.4	0	0.1	7	4	0	-1	-6
16	Cc1ccc(-n2c(C)cc(/C=C3/C(=O)NC(=O)N(Cc4ccco4)C3=O)c2C)cc1	3	95	-1.4	10	-0.3	-4	-2	-2	-4	-4
17	C=CCn1c(O)c(C(CC)=Nc2ccc(N(C)C)cc2)c(=O)[nH]c1=O	2	98	-1.7	-59	0.1	0	.	2	-5	-5
18	CN(CC#CCN1CCCC1)C(=O)c1cccc(Cl)c1	3	103	-1.9	-10	-0.1	0	.	0	5	-5
19	O=c1[nH]c(=O)n(CCC2=CCCCC2)c(O)c1C=NCCN1CCNCC1	-1	103	-1.4	3	0.1	0	1	2	2	-4
20	CCCCn1c(O)c(C(CC)=Nc2ccc(OCC)cc2)c(=O)[nH]c1=O	-8	74*	1.0	-11	0.1	1	-6	-3	-13	-5
21	Cc1ccc(-n2c(O)c(C=Nc3ccccc3N)c(=O)[nH]c2=O)cc1C	12	114	-0.8	4	0.0	-7	1	0	19	-6
22	O=P(C(Cl)Cl)(N1CCOCC1)N1CCOCC1	0	93	-1.0	4	-0.1	10	9	2	-1	-3
23	c1ccc(CCNC2CCCCCC2)cc1	17	102	1.5	5	0.2	5	7	2	2	-4
24	C[C@@H]1CN([C@@H](C)CO)C(=O)CCCn2nncc2CO[C@H]1CN(C)C(=O)Oc1cccc2ccccc12	5	92	0.6	-2	-0.1	1	1	1	3	-4
25	Clc1ccc(C(Cl)(Cl)Cl)c(Cl)c1	3	98	0.9	.	-0.1	-1	23	0	1	.
26	CN(C)CC1CSCCC1(O)c1ccc(C(F)(F)F)cc1 (centres undefined)	0	99	1.3	-13	0.0	0	3	3	1	-4
27	CC(C)C[C@H]1C(=O)N2CCCC2[C@]2(O)O[C@](NC(=O)[C@@H]3C=C4c5cccc6[nH]cc(c56)CC4N(C)C3)(C(C)C)C(=O)N12 (some centres undefined)	-1	123	-0.4	-4	0.3	30*	30	0	15	.

A few values from the entries so far:
For CaV13 ICDI inh, entry 11 is entered as -20
For H9c2 protect, entry 24 is entered as 3

Of the compounds above, 2 contain fluorine.
cpd	SMILES	MC4R antag cAMP	ABCB6 inh 2	MC4R barr agon	PDI turbidity	aDG glyco up	m5-HT2A agonist	Vif inh	Glyco luc inh	H9c2 protect	CaV13 ICDI inh
3	O=C(CCC(=O)N1C[C@H]2C[C@@H](C1)c1cccc(=O)n1C2)NCc1ccc(F)cc1	6	100	0.3	.	0.1	-1	1	2	12	.
26	CN(C)CC1CSCCC1(O)c1ccc(C(F)(F)F)cc1 (centres undefined)	0	99	1.3	-13	0.0	0	3	3	1	-4

Full records as entered above:
Listed for `Clc1ccc(C(Cl)(Cl)Cl)c(Cl)c1` → MC4R antag cAMP: 3; ABCB6 inh 2: 98; MC4R barr agon: 0.9; PDI turbidity: .; aDG glyco up: -0.1; m5-HT2A agonist: -1; Vif inh: 23; Glyco luc inh: 0; H9c2 protect: 1; CaV13 ICDI inh: .
Listed for `O=c1[nH]c(=O)n(CCC2=CCCCC2)c(O)c1C=NCCN1CCNCC1` → MC4R antag cAMP: -1; ABCB6 inh 2: 103; MC4R barr agon: -1.4; PDI turbidity: 3; aDG glyco up: 0.1; m5-HT2A agonist: 0; Vif inh: 1; Glyco luc inh: 2; H9c2 protect: 2; CaV13 ICDI inh: -4
Listed for `Cc1ccc(-n2c(C)cc(/C=C3/C(=O)NC(=O)N(Cc4ccco4)C3=O)c2C)cc1` → MC4R antag cAMP: 3; ABCB6 inh 2: 95; MC4R barr agon: -1.4; PDI turbidity: 10; aDG glyco up: -0.3; m5-HT2A agonist: -4; Vif inh: -2; Glyco luc inh: -2; H9c2 protect: -4; CaV13 ICDI inh: -4

An excerpt; rates above refer to the full screens.
